BRCA1 expr act = BRCA1 expression activation; MCF7-BRCA1-FFLuc reporter, luminescence, 48 h; response scale: scaled: vehicle 0%, 10 µM genistein 100%; Potency, µM (doses to about 46.1 µM), inactives show at the highest dose activation, actives largely listed as activators; actives 1.1% (n = 380,000); AID 624202; note: potency is the fitted concentration of half-maximal effect; nearly all actives have a fitted effect of over 80% in size; some results filed as inactive show a strong effect at the top dose
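Quantitative HTS in MCF7 cells stably reporting BRCA1 expression via firefly luciferase. Compound treatment lasts 48 h at 37 °C in phenol-red free MEM. Activation is expressed relative to genistein at 10 microM and DMSO.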
FLuc modulator = counter-screen for miR-21 project: firefly luciferase inhibitors or activators. P08659. purified FLuc, Km substrates, luminescence inhibition. Potency, µM (top dose mostly 57.5 µM), for the others: at the highest dose activity change, negative = inhibition, most hits filed as inhibitors. actives 6.9% (n = 360,000). AID 588342;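 note: potency is the fitted concentration of half-maximal effect; plate controls were vehicle for no effect and reference inhibitor for full effect; nearly all actives have a fitted effect of over 55% in size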
Target sequence (P08659 whole entry, looked up): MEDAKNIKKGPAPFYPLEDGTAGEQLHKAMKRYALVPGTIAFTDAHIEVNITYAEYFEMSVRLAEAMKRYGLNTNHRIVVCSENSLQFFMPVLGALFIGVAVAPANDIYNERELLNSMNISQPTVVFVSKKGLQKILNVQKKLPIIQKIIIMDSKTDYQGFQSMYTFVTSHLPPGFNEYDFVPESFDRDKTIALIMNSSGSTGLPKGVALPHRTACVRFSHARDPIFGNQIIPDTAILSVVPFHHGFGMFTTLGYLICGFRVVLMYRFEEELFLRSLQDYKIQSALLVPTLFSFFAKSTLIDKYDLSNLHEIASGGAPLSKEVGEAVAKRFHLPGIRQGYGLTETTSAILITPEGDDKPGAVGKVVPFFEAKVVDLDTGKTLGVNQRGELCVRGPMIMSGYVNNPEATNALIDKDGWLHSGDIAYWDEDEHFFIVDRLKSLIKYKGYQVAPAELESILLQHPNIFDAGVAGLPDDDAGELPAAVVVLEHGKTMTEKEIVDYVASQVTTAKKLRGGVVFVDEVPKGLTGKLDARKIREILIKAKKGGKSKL
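Purified P. pyralis luciferase, 10 nM final, with Km-level 10 uM D-luciferin and 10 uM ATP in 50 mM Tris acetate pH 7.5, 10 mM Mg acetate, 0.01% Tween-20, 0.05% BSA; 6-point qHTS titration about 60 µM downward; luminescence read.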
NPC1 prom act = activators of NPC1 promoter | actives 2.4% (n = 320,000) | AID 485313 | Potency, µM (series often up to 9.22 µM), without a hit: at the highest dose activation, most hits filed as activators | Huh7 NPC1 promoter luciferase reporter, 24 h;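 note: potency is the fitted concentration of half-maximal effect; % of control where 0% means no effect; nearly all actives have a fitted effect of over 60% in size; reporter is driven by a mutant NPC1 promoter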
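Cells: Huh7 expressing luciferase under the NPC1 promoter, 1500/well. Seeded 2 h, compound added, incubated 24 h at 37 °C. Luciferase reagent, 10 min ambient, then luminescence.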
TRPV1 ag = activates the human vanilloid receptor TRPV1. actives 0.19% (n = 320,000). activation, % at 8.33 µM. TRPV1-expressing cells, Fluo-8 calcium influx, agonist mode. Q8NER1; in the data active = activation above about 80%; inconclusive = between about 30% and that limit; note: 0% is about no effect
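Fluo-8 calcium influx in TRPV1-expressing cells, kinetic read (ex 480/em 520 nm). Compound added and read 3 min for agonist activity, followed by capsaicin at EC20 final and 2 min further read for enhancement.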
RORg inh = blocks mouse ROR gamma transcriptional activity; P51450; Drosophila S2 Gal4-RORgamma UAS-luciferase reporter, 20 h; Potency, µM (series often up to 53.6 µM), for inactives: top-dose activity change, negative = inhibition, hits mostly inhibitors; actives 5.4% (n = 310,000); note: potency is the fitted concentration of half-maximal effect; % is set by controls: 0 for no effect and ±100 for the full control effect; nearly all actives have a fitted effect of over 60% in size
Target sequence (P51450 whole entry, looked up, the tested form may be a part): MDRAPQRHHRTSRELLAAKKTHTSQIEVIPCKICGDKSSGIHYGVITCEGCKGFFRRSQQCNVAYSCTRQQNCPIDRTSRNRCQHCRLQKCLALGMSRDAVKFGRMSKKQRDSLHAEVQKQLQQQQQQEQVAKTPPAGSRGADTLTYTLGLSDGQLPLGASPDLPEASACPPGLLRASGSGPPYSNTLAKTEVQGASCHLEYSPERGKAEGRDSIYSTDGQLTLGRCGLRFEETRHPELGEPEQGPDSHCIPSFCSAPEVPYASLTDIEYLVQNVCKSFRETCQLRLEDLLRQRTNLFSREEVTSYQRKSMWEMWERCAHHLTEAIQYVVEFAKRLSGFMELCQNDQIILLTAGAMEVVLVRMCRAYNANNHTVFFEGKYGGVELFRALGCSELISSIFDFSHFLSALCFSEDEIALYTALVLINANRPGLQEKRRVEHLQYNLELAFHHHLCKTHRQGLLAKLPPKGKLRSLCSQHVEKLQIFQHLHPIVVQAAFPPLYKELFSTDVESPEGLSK
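A Gal4/UAS one-hybrid system in insect cells: metallothionein-promoter Gal4–ROR gamma fusion plus Photinus luciferase reporter. Copper sulfate 700 uM final, 20 hr ambient incubation, luminescent detection after 10 min with reagent.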
ELG1 genotox = induces genotoxicity in HEK293T cells with luciferase-tagged ELG1. Potency, µM (top dose mostly 46 µM), for inactives: at the top dose activity change, positive = activation, actives largely listed as activators. AID 504466. actives 1.3% (n = 330,000). HEK293T ELG1-luciferase reporter, luminescence, 16 h; note: potency is the fitted concentration of half-maximal effect; % of control where 0% means no effect; nearly all actives have a fitted effect of over 60% in size
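ELG1-luciferase HEK293T cells, 2,000/well; compound pinned in; 16 hr, 37 °C, 5% CO2; ONE-Glo, 30 min RT; luminescence on CCD imager.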
Tb PFK inh = inhibitors of T. brucei phosphofructokinase; O15648; T. brucei PFK, ADP-Glo luminescence; Potency, µM (series often up to 57.5 µM), inactives show top-dose activity, negative = inhibition, actives largely listed as inhibitors; actives 0.17% (n = 330,000); AID 485367;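 note: potency is the fitted concentration of half-maximal effect; 0% = uninhibited 1x PFK enzyme wells and -100% = no-enzyme wells; nearly all actives have a fitted effect of over 60% in size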
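Luminescent ADP detection (ADP-Glo, two-step: ATP depletion then ADP-to-ATP conversion for luciferase) reported PFK activity after 45 min room-temperature reaction of 1.25 nM enzyme with 0.5 mM F6P and 0.1 mM ATP at pH 8.0.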
Rab9 prom act = activators of Rab9 promoter | Huh7 Rab9 promoter-luciferase reporter, luminescence, 24 h | Potency, µM (top dose mostly 9.22 µM), inactives show at the top dose activation, negative = inhibition, usual class: activators | actives 2.8% (n = 320,000) | AID 485297; note: potency is the fitted concentration of half-maximal effect; % of control where 0% means no effect; nearly all actives have a fitted effect of over 60% in size
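Cells were plated at 1500 per well in reduced-serum medium with 10% FBS and left 2 h. Compound in DMSO was then added for 24 h at 37 °C. Reporter signal was read by luminescence after 10 min with luciferase detection reagent.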
ELG1 DNA repair = blocks ELG1-dependent DNA repair in HEK293T cells. actives 2.3% (n = 330,000). HEK293T ELG1-luciferase reporter, luminescence, 16 h; DNA damage induced by 5-fluorouridine. Potency, µM (top dose mostly 46.1 µM), without a hit: at the highest dose activity change, negative = inhibition, most hits filed as inhibitors; note: potency is the fitted concentration of half-maximal effect; % is set by controls: 0 for no effect and ±100 for the full control effect; nearly all actives have a fitted effect of over 55% in size
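In this reporter screen, reduction of luminescence relative to DMSO vehicle indicated activity. Compounds and 5-fluorouridine were added together to 2,000 cells per well, incubated for 16 hr at 37 °C, then developed with ONE-Glo.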
p53 reactivator = re-activators of mutant p53; H1299 p53-A138V BP100-luciferase reporter, luminescence, 24 h; Potency, µM (titrated, usually from 92.2 µM), without a hit: at the top dose activity change, positive = activation, usual class: activators; actives 0.063% (n = 320,000); AID 504706; note: potency is the fitted concentration of half-maximal effect; % of control where 0% means no effect; nearly all actives have a fitted effect of over 45% in size
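p53-null H1299 cells stably carrying temperature-sensitive p53-A138V and a BP100-luciferase reporter were pinned with compounds (4-point, 1:5 series) and held 24 hrs at 37 deg C. Luminescence was read 10 min after detection reagent.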
VP16 counter = counter-screen for ROR gamma inhibitors: Gal4-VP16 reporter; Drosophila S2 Gal4-VP16 UAS-luciferase, luminescence, 20 h; Potency, µM (top dose mostly 53.6 µM), without a hit: at the highest dose activity, negative = inhibition, most hits filed as inhibitors; actives 3.5% (n = 310,000); AID 2546;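 note: Gal4-VP16 expression switched on by copper sulfate through the metallothionein promoter; potency is the fitted concentration of half-maximal effect; % is set by controls: 0 for no effect and ±100 for the full control effect; nearly all actives have a fitted effect of over 50% in size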
An asterisk follows results filed as active; ? = inconclusive; . = not tested or not shown; [ ] = dose if it differs, or a comment. Unless noted, calls come from the whole dose curve; as a rule, active = well fitted curve in the direction sought with a large enough effect; inconclusive = small, poorly fitted or top-dose-only effect, or another doubt; inactive = no such curve, though single readings can be large; an effect the other way counts as inactive or inconclusive.

Start of the data: the first two records as a preview:
SMILES	BRCA1 expr act	FLuc modulator	NPC1 prom act	TRPV1 ag	RORg inh	ELG1 genotox	Tb PFK inh	Rab9 prom act	ELG1 DNA repair	p53 reactivator	VP16 counter
Cc1c(NC(=O)c2cccc(NC(=O)Cc3ccc(F)cc3)c2)c(=O)n(-c2ccccc2)n1C	-13%	-2%	-1%	0	.	-3%	-10%	-3%	-14%	-10%	.
COc1ccc(C2=C/C(=C\c3ccccc3OC(C)=O)C(=O)O2)cc1	89%	?	16%	20	14%	4%	1%	19%	0%	11%	0%

The listing, from the start:
SMILES	BRCA1 expr act	FLuc modulator	NPC1 prom act	TRPV1 ag	RORg inh	ELG1 genotox	Tb PFK inh	Rab9 prom act	ELG1 DNA repair	p53 reactivator	VP16 counter
Cc1c(NC(=O)c2cccc(NC(=O)Cc3ccc(F)cc3)c2)c(=O)n(-c2ccccc2)n1C	-13%	-2%	-1%	0	.	-3%	-10%	-3%	-14%	-10%	.
COc1ccc(C2=C/C(=C\c3ccccc3OC(C)=O)C(=O)O2)cc1	89%	?	16%	20	14%	4%	1%	19%	0%	11%	0%
Cc1cc(Br)cc2c(C(=O)NCC3CCCO3)cc(-c3cccs3)nc12 (centres undefined)	-2%	?	9%	?	?	?	-10%	16%	?	29%	?
COC(=O)c1ccc(NC(=S)NCCc2cccc(C)c2)cc1	-25%	-1%	0%	?	1.3µM*	?	-5%	-6%	4%	-1%	1.3µM*
O=S(=O)(c1ccc(Br)cc1)N1CCOC12CCCCC2	-2%	-1%	-3%	-2	11%	-5%	-19%	-4%	?	0%	-1%
CC(=O)Nc1ccc(C2=CC(=O)C[C@H](c3ccc4c(c3)OCO4)C2)cc1	0%	-7%	0%	19	.	1%	5%	-3%	?	-10%	.
Cc1cc(C)nc(SCc2cc(=O)c(OC(=O)c3ccc(Cl)c([N+](=O)[O-])c3)co2)n1	-60%	1%	-2%	-3	-11%	?	3%	-2%	?	-3%	-24%
Cn1c(CCNC(=O)c2ccco2)nc2cc([N+](=O)[O-])ccc21	2%	2%	-8%	0	17%	-4%	0%	-3%	2%	?	-8%
O=C(CC1SC(N2CCOCC2)=NC1=O)Nc1ccc(Cl)c(C(F)(F)F)c1 (centres undefined)	-23%	.	.	.	.	-1%	-3%	.	0%	-9%	.
CCc1ccc(NC(=O)Cc2ccc(OC)cc2)cc1	.	?	18%	?	?	13%	0%	3%	?	22%	-8%
COc1ccc(/C=C/C2=CC(C)(C)NC(=S)N2)cc1	-15%	-14%	-5%	1	1.3µM*	-9%	2%	-4%	?	15%	2.5µM*
Cc1c(=O)n(OCc2ccccc2)c2ccccc2[n+]1[O-]	-46%	4%	14%	-2	5%[10 µM]	-5%	1%	16%	-5%	-1%	0%
Cc1cc(C)nc(NS(=O)(=O)c2ccc(NC(=O)CN3C(=O)c4ccccc4C3=O)cc2)n1	.	3%	2%	-1	0%	0%	2%	-2%	1%	4%	1%
COc1cc(/C=C/C(=O)OCC(=O)NCc2cccs2)ccc1OCC#N	-19%	-4%	7%	3	30%[10 µM]	-5%	15%	6%	-11%	-2%	-24%
Cc1nn(-c2ccccc2)c(C)c1C(=O)OCC(=O)N(C)c1c(N)n(Cc2ccccc2)c(=O)[nH]c1=O	0%	-9%	-2%	-2	.	-1%	7%	1%	1%	2%	.
CCOc1ccc(-c2nnc(SCC(=O)N3CCN(c4ccccc4)CC3)o2)cc1	-1%	0%	4%	0	-9%	1%	0%	-1%	0%	-4%	-2%
CCN(C(=O)COC(=O)c1ccc([N+](=O)[O-])o1)C1CCCCC1	-16%	.	.	.	.	-1%	9%	.	-10%	5%	.
CC1O[C@@H](OC2C(O)C(C)O[C@H](OC(=O)[C@]34CCC(C)(C)C[C@H]3C3=CCC5[C@@]6(C)CC(O)C(O[C@@H]7OC(CO)C(O)[C@@H](O)[C@@H]7O)[C@@](C)(C(=O)O)C6CC[C@@]5(C)[C@]3(CO)CC4)C2O[C@H]2OC(C)[C@@H](O[C@@H]3OCC(O[C@@H]4OC(CO)C(O)[C@H](O)C4O)[C@@H](O)[C@@H]3O)[C@H](O)C2O)C(O)C(O)C1O (some centres undefined)	8%	.	.	.	.	-1%	0%	.	0%	2%	.
O=C(Nn1cnnc1)c1cccc(S(=O)(=O)N2CCOCC2)c1	17%	6%	-1%	0	2%	0%	1%	2%	-5%	-2%	2%
COc1ccc(CCNC(=O)c2cc(=O)n(C)c(=O)n2C)cc1OC	-22%	-3%	-2%	-4	11%	5%	-1%	7%	-3%	1%	-11%
COc1ccccc1CCC(=O)Nc1ccc(C)cc1Cl	?	?	?	3	8%	6%	5%	?	?	15%	16%
CCC(=O)NCC(c1cccs1)N1CCOCC1 (centres undefined)	2%	15%	-2%	-1	-3%	0%	-1%	13%	-6%	6%	-1%
CCC(C)NC(=O)C1CCN(S(=O)(=O)CC)CC1 (centres undefined)	-28%	3%	-4%	2	0%	1%	0%	0%	-1%	-11%	-6%
C/C(N)=C(/C#N)C(=O)CSc1nc2ccccc2n1CC(C)C	-2%	-3%	-5%	?	0%	-5%	2%	-1%	-5%	1%	-2%
CC1=C(C)CC(C(=O)Nc2ccc(C(=O)N3CCOCC3)cc2)C(C(=O)O)C1 (centres undefined)	0%	-14%	-1%	-1	13%	1%	-12%	-8%	-4%	6%	-7%

Part of the list above in order of number of heavy atoms, low to high.
SMILES	BRCA1 expr act	FLuc modulator	NPC1 prom act	TRPV1 ag	RORg inh	ELG1 genotox	Tb PFK inh	Rab9 prom act	ELG1 DNA repair	p53 reactivator	VP16 counter
CCc1ccc(NC(=O)Cc2ccc(OC)cc2)cc1	.	?	18%	?	?	13%	0%	3%	?	22%	-8%
C/C(N)=C(/C#N)C(=O)CSc1nc2ccccc2n1CC(C)C	-2%	-3%	-5%	?	0%	-5%	2%	-1%	-5%	1%	-2%
CC1O[C@@H](OC2C(O)C(C)O[C@H](OC(=O)[C@]34CCC(C)(C)C[C@H]3C3=CCC5[C@@]6(C)CC(O)C(O[C@@H]7OC(CO)C(O)[C@@H](O)[C@@H]7O)[C@@](C)(C(=O)O)C6CC[C@@]5(C)[C@]3(CO)CC4)C2O[C@H]2OC(C)[C@@H](O[C@@H]3OCC(O[C@@H]4OC(CO)C(O)[C@H](O)C4O)[C@@H](O)[C@@H]3O)[C@H](O)C2O)C(O)C(O)C1O (some centres undefined)	8%	.	.	.	.	-1%	0%	.	0%	2%	.

(more compounds)
SMILES	BRCA1 expr act	FLuc modulator	NPC1 prom act	TRPV1 ag	RORg inh	ELG1 genotox	Tb PFK inh	Rab9 prom act	ELG1 DNA repair	p53 reactivator	VP16 counter
COc1ccc(C(=O)NCc2cn3cccc(C)c3n2)cc1OC	-12%	-8%	2%	.	?	0%	2%	-3%	-23%	-3%	3%
CC(C)C(=O)Nc1ccc2c(c1)nc(CCN1CCN(c3ccccn3)CC1)n2C	-10%	1%	-4%	1	24%	-2%	0%	-6%	-4%	-2%	-8%
CCn1cc(C(C)NC(=O)Nc2ccc3c(c2)OCO3)c(C)n1 (centres undefined)	0%	-2%	1%	1	2%	9%	0%	10%	?	17%	8%
COc1ccc(N2CCN(C(CNC(=O)C(=O)NCCc3c[nH]c4ccccc34)c3ccco3)CC2)cc1 (centres undefined)	-38%	9%	-3%	9	29%	-2%	-1%	-7%	?	-4%	-15%
O=C(Nc1ccc2cn[nH]c2c1)c1c(Cl)cccc1Cl	-14%	-5%	0%	-1	30%	-3%	-14%	-2%	-13%	-2%	-2%
CC(=O)/C(=N/Nc1cccc(Cl)c1)Sc1nnc(C(O)c2ccccc2)n1-c1ccccc1 (centres undefined)	?	0%	-2%	-3	-9%	-5%	-10%	-1%	-19%	9%	-13%
C=CCc1cc(/C=N/n2cnnc2)cc(OCC)c1O	3%	?	0%	-7	3%	1%	2%	-8%	6%	2%	-15%
Cc1cc(SCC(=O)c2ccc(O)c(O)c2)nc2ccccc12	-38%	?	-22%	?	-38%	8%	1%	-9%	2%	2%	-9%
Cc1cccc(OC(=O)c2sc(Cl)nc2C)c1	5%	0%	-1%	-1	?	9%	4%	-4%	-16%	0%	-9%

One compound at a time, as listed above. Order of screens: BRCA1 expr act, FLuc modulator, NPC1 prom act, TRPV1 ag, RORg inh, ELG1 genotox, Tb PFK inh, Rab9 prom act, ELG1 DNA repair, p53 reactivator, VP16 counter
Shown for `Cc1cc(SCC(=O)c2ccc(O)c(O)c2)nc2ccccc12` : -38%, ?, -22%, ?, -38%, 8%, 1%, -9%, 2%, 2%, -9%
Shown for `C=CCc1cc(/C=N/n2cnnc2)cc(OCC)c1O` : 3%, ?, 0%, -7, 3%, 1%, 2%, -8%, 6%, 2%, -15%
